NCI-60 one-dose screen, 48 h, at 10 µM unless noted. Numbers give growth in % (100 = growth as untreated, 0 = no growth, -100 = all killed).
COLO 205 = COLO 205 colon cancer | 7.3% of 79,000 active
HT29 = HT29 colon cancer | 7.4% of 81,000 active
NCI-H522 = NCI-H522 lung cancer | AID 1794739 | 8% of 78,000 active
HCT-15 = HCT-15 colon cancer | 5.2% of 82,000 active | AID 1794746
NCI-H226 = NCI-H226 lung cancer; 3.5% of 79,000 active
NCI-H460 = NCI-H460 lung cancer | 6.8% of 82,000 active
NCI/ADR-RES = NCI/ADR-RES ovarian cells. 4.4% of 81,000 active
HCT-116 = HCT-116 colon cancer. 7.3% of 82,000 active. AID 1794798
NCI-H322M = NCI-H322M lung cancer; 2.7% of 80,000 active; AID 1794733
The depositor's hits bear a star. How the source made its calls: active means growth percent below 10; inactive means the rest.

`Cc1nnc(/N=C2\NC(=O)/C(=C/c3ccsc3)S2)s1` gave COLO 205 92, HT29 91, NCI-H522 78, HCT-15 88, NCI-H226 96, NCI-H460 67, NCI/ADR-RES 95, HCT-116 84 and NCI-H322M 92.
For COc1ccc2cc(C#Cc3ccc(-n4c(/C=C/c5c(Cl)cccc5Cl)nc5ccccc5c4=O)c(C)c3)ccc2c1 the results were COLO 205 105, HT29 96, NCI-H522 97, HCT-15 103, NCI-H226 105, NCI-H460 112, NCI/ADR-RES 109, HCT-116 100 and NCI-H322M 121.
Screening CC1=C2CC/C(C)=C/CC[C@]3(C)O[C@H]3CC/C(C)=C/[C@@H]2OC1=O returned COLO 205 104, HT29 108, NCI-H522 93, HCT-15 100, NCI-H226 89, NCI-H460 108, NCI/ADR-RES 102, HCT-116 98 and NCI-H322M 103.
`CC(C)CCSc1nc(N)nc2nc[nH]c12` gave COLO 205 102, HT29 114, NCI-H522 80, HCT-15 107, NCI-H226 97, NCI-H460 97, NCI/ADR-RES 104, HCT-116 93 and NCI-H322M 143.
Screening CCCc1c(C)nc2scc(-c3ccc(Cl)cc3)n2c1=O returned COLO 205 103, HT29 101, NCI-H522 94, HCT-15 101, NCI-H226 -100*, NCI-H460 108, NCI/ADR-RES 101, HCT-116 99 and NCI-H322M 102.
Screening NC(N)=N/N=C(/c1ccccc1)c1ccccc1F returned HT29 8.6*, NCI-H522 5.0*, HCT-15 22, NCI-H226 14, NCI-H460 13, NCI/ADR-RES 60, HCT-116 -29* and NCI-H322M 62.
For CO/N=C(/C(=O)NC1C(=O)N2C(C(=O)O)=C(CSc3nnnn3C)CSC12)c1csc(N)n1 (stereo not drawn) the results were COLO 205 114, HT29 108, HCT-15 98, NCI-H226 96, NCI-H460 107, NCI/ADR-RES 102 and HCT-116 129.
Screening NC(N)=N/N=C/c1cccc2ccccc12 returned COLO 205 26, HT29 51, NCI-H522 72, HCT-15 101, NCI-H226 87, NCI-H460 86, NCI/ADR-RES 79, HCT-116 81 and NCI-H322M 84.
COc1cc(/C=C/C(=O)c2ccc(NC(=O)CSc3nnc(-c4ccc(-c5nc6ccccc6[nH]5)cc4)o3)cc2)cc(OC)c1OC was read as COLO 205 110, HT29 106, NCI-H522 96, HCT-15 104, NCI-H226 108, NCI-H460 112, NCI/ADR-RES 103, HCT-116 105 and NCI-H322M 102.
Screening Brc1ccc(-c2cc(-c3cccs3)cc(-c3ccccc3)n2)cc1 returned COLO 205 108, HT29 97, NCI-H522 92, HCT-15 103, NCI-H226 101, NCI-H460 106, NCI/ADR-RES 106, HCT-116 105 and NCI-H322M 102.

Some of these compounds in order of length of the SMILES, low to high:
Screening NC(N)=N/N=C/c1cccc2ccccc12 returned COLO 205 26, HT29 51, NCI-H522 72, HCT-15 101, NCI-H226 87, NCI-H460 86, NCI/ADR-RES 79, HCT-116 81 and NCI-H322M 84.
`CC(C)CCSc1nc(N)nc2nc[nH]c12` gave COLO 205 102, HT29 114, NCI-H522 80, HCT-15 107, NCI-H226 97, NCI-H460 97, NCI/ADR-RES 104, HCT-116 93 and NCI-H322M 143.
Screening NC(N)=N/N=C(/c1ccccc1)c1ccccc1F returned HT29 8.6*, NCI-H522 5.0*, HCT-15 22, NCI-H226 14, NCI-H460 13, NCI/ADR-RES 60, HCT-116 -29* and NCI-H322M 62.
Screening Brc1ccc(-c2cc(-c3cccs3)cc(-c3ccccc3)n2)cc1 returned COLO 205 108, HT29 97, NCI-H522 92, HCT-15 103, NCI-H226 101, NCI-H460 106, NCI/ADR-RES 106, HCT-116 105 and NCI-H322M 102.
For CO/N=C(/C(=O)NC1C(=O)N2C(C(=O)O)=C(CSc3nnnn3C)CSC12)c1csc(N)n1 (stereo not drawn) the results were COLO 205 114, HT29 108, HCT-15 98, NCI-H226 96, NCI-H460 107, NCI/ADR-RES 102 and HCT-116 129.

(further entries)
NNS(=O)(=O)c1ccc(C(=O)O)cc1 was read as COLO 205 107, HT29 100, NCI-H522 93, HCT-15 101, NCI-H460 111, NCI/ADR-RES 109 and HCT-116 106.
Screening COc1ccccc1\C=N/N=C(N)/C(N)=N\N=C/c1ccccc1OC returned COLO 205 126, HT29 100, NCI-H522 98, HCT-15 97, NCI-H226 106, NCI-H460 109, NCI/ADR-RES 114, HCT-116 107 and NCI-H322M 112.
CCCCCCCCc1ccc(CCC(N)(CO)CO)cc1 was read as COLO 205 -88*, HT29 -83*, NCI-H522 -52*, HCT-15 -10*, NCI-H226 94, NCI-H460 0.5*, NCI/ADR-RES 9.6*, HCT-116 -70* and NCI-H322M 3.6*.
Screening COc1cc(N2c3ccccc3C(=O)OC23OC(=O)c2ccccc23)cc(OC)c1OC (stereo not drawn) returned COLO 205 102, HT29 104, NCI-H522 98, HCT-15 92, NCI-H226 101, NCI-H460 99, NCI/ADR-RES 101, HCT-116 92 and NCI-H322M 85.
Screening CC(=O)NCC1CCCO1 (stereo not drawn) returned COLO 205 102, HT29 83, NCI-H522 65, HCT-15 116, NCI-H226 98, NCI-H460 105, NCI/ADR-RES 98, HCT-116 95 and NCI-H322M 104.
`Clc1ccc2c(c1)C=C1CCCC3=Cc4cc(Cl)ccc4OC13O2` gave COLO 205 104, HT29 89, NCI-H522 77, HCT-15 101, NCI-H226 99, NCI-H460 104, NCI/ADR-RES 105, HCT-116 93 and NCI-H322M 108.
Screening NNC(=O)c1ccc(Br)cc1 returned COLO 205 107, HT29 117, NCI-H522 100, HCT-15 108, NCI-H226 101, NCI-H460 110, NCI/ADR-RES 100, HCT-116 97 and NCI-H322M 97.
CC(=O)CSc1nc(N)nc2nc[nH]c12 was read as COLO 205 106, HT29 105, NCI-H522 93, HCT-15 104, NCI-H226 104, NCI-H460 106, NCI/ADR-RES 106, HCT-116 101 and NCI-H322M 105.
For CCOC(=O)CC1CSC(N/N=C/c2ccc(OC)cc2)=N1 (stereo not drawn) the results were COLO 205 102, HT29 108, NCI-H522 93, HCT-15 102, NCI-H226 113, NCI-H460 104, NCI/ADR-RES 106, HCT-116 88 and NCI-H322M 93.
COC(=O)[C@]1(C)CCC[C@]2(C)[C@H]3C[C@H]4C(C(C)C)=C[C@]3(CC[C@H]21)[C@@H]1C(=O)N(N2CSCCSC2)C(=O)[C@@H]14 was read as COLO 205 102, HT29 75, NCI-H522 68, HCT-15 94, NCI-H226 93, NCI-H460 65, NCI/ADR-RES 69, HCT-116 42 and NCI-H322M 65.
For Cc1ccc(NC(=O)N=c2oc3c(C)cccc3cc2-c2cc3ccccc3[nH]2)cc1 the results were COLO 205 121, HT29 118, NCI-H522 96, HCT-15 107, NCI-H226 96, NCI-H460 100, NCI/ADR-RES 100, HCT-116 97 and NCI-H322M 87.
`COc1ccc(/C(=C\c2ccc3c(c2)OCO3)C(=O)Nc2nc3ccc(F)cc3s2)cc1OC` gave COLO 205 106, HT29 95, NCI-H522 94, HCT-15 108, NCI-H226 87, NCI-H460 105, NCI/ADR-RES 123, HCT-116 98 and NCI-H322M 87.
`Nc1[nH]nc2nc(-c3ccccc3)n3c4ccccc4nc3c12` gave COLO 205 112, HT29 104, NCI-H522 83, HCT-15 101, NCI-H226 96, NCI-H460 93, NCI/ADR-RES 104, HCT-116 99 and NCI-H322M 93.
`COc1ccc2ncccc2c1` gave COLO 205 111, HT29 108, NCI-H522 102, HCT-15 98, NCI-H226 91, NCI-H460 108, NCI/ADR-RES 104, HCT-116 95 and NCI-H322M 105.
`CN(N=O)C(=O)NC(C=O)C(O)C(O)C(O)CO` (stereo not drawn) gave COLO 205 108, HT29 112, NCI-H522 115, HCT-15 99, NCI-H226 104, NCI-H460 107, NCI/ADR-RES 110, HCT-116 107 and NCI-H322M 96.
CCN(CC)C(C)(O)CN (stereo not drawn) was read as COLO 205 120, HT29 114, NCI-H522 136, NCI-H226 104, NCI-H460 106, NCI/ADR-RES 110, HCT-116 104 and NCI-H322M 111.
`Cc1ccc(CNCC(=O)O)cc1` gave COLO 205 100, HT29 109, NCI-H522 99, HCT-15 103, NCI-H226 99, NCI-H460 107, NCI/ADR-RES 108, HCT-116 107 and NCI-H322M 102.
O=C1CCN2C(=O)Nc3ccccc3C2C1 (stereo not drawn) was read as COLO 205 107, HT29 104, NCI-H522 100, HCT-15 99, NCI-H226 104, NCI-H460 100, NCI/ADR-RES 107, HCT-116 99 and NCI-H322M 96.
For COc1ccc(CSc2nc(-c3ccc(OCc4ccccc4)c(OC)c3)c(C#N)c(=O)[nH]2)cc1 the results were COLO 205 122, HT29 110, NCI-H522 96, HCT-15 96, NCI-H226 90, NCI-H460 104, NCI/ADR-RES 100, HCT-116 107 and NCI-H322M 101.
For O=C1C=C(c2ccccc2)C(O)(c2ccccc2)C1 (stereo not drawn) the results were COLO 205 104, HT29 98, NCI-H522 94, HCT-15 132, NCI-H226 101, NCI-H460 110, NCI/ADR-RES 104, HCT-116 98 and NCI-H322M 106.
COC(=O)CCc1ccc(N(CCO)S(=O)(=O)c2ccc(C)cc2)cc1 was read as COLO 205 107, HT29 105, NCI-H522 95, HCT-15 103, NCI-H226 96, NCI-H460 107, NCI/ADR-RES 107, HCT-116 94 and NCI-H322M 107.
CCOC(=O)C1=C(C)N=C2SC=C(c3ccc(Cl)cc3)N2[C@H]1c1cn(-c2ccccc2)nc1-c1ccc(F)cc1 was read as COLO 205 94, HT29 83, NCI-H522 56, HCT-15 70, NCI-H226 92, NCI-H460 86, NCI/ADR-RES 98, HCT-116 61 and NCI-H322M 101.
Screening O=C(NCCCl)Nc1ccc(Cl)cc1 returned COLO 205 114, HT29 99, NCI-H522 93, HCT-15 94, NCI-H226 104, NCI-H460 98, NCI/ADR-RES 93, HCT-116 100 and NCI-H322M 102.
Screening S=c1[nH]nc(-c2cc3ccc2CCc2ccc(cc2)CC3)n1C1CC1 returned COLO 205 113, HT29 96, NCI-H522 90, HCT-15 97, NCI-H226 108, NCI-H460 103, NCI/ADR-RES 103, HCT-116 92 and NCI-H322M 105.
COc1ccc(-c2noc(CN3CCN(c4ccccc4OC)CC3)n2)cc1OC was read as COLO 205 98, HT29 100, NCI-H522 85, HCT-15 104, NCI-H460 101, NCI/ADR-RES 91, HCT-116 101 and NCI-H322M 106.
Cc1cc(C)c2c(Cn3nnc(C(=O)O)c3C)cc(=O)oc2c1 was read as COLO 205 110, HT29 98, NCI-H522 83, HCT-15 99, NCI-H226 90, NCI-H460 103, NCI/ADR-RES 107, HCT-116 92 and NCI-H322M 100.
`COc1ccccc1NC(=O)Nc1cnc(Nc2ccc(N3CCOCC3)cc2)nc1Oc1ccc(C)cc1OC` gave COLO 205 105, HT29 92, NCI-H522 81, HCT-15 91, NCI-H226 81, NCI-H460 98, NCI/ADR-RES 93 and HCT-116 83.
Screening CSc1nc2nc3c(c(-c4ccc(Cl)cc4)c2c(=O)[nH]1)CN(C)C/C3=C\c1ccc(Cl)cc1 returned COLO 205 130, HT29 114, NCI-H522 110, HCT-15 108, NCI-H226 97, NCI-H460 103, NCI/ADR-RES 102, HCT-116 102 and NCI-H322M 107.
`OC/C=C/c1ccccc1` gave COLO 205 115, HT29 112, NCI-H522 100, HCT-15 107, NCI-H226 103, NCI-H460 115, NCI/ADR-RES 103, HCT-116 105 and NCI-H322M 115.
For COc1ccc(-c2nn(-c3cccc(Cl)c3)cc2C2C(C#N)=C(N)Oc3[nH]c(=O)[nH]c(=O)c32)cc1 (stereo not drawn) the results were COLO 205 107, HT29 112, NCI-H522 87, HCT-15 103, NCI-H226 88, NCI-H460 103, NCI/ADR-RES 99, HCT-116 91 and NCI-H322M 81.
